# Shn3 inh set2 = reduces Shn3 3'UTR luciferase signal in osteoblasts; 0.52% of 360,000 active; inhibition, % at 12.5 µM; Clone20 osteoblast Shn3 3'UTR firefly luciferase, 24 h; AID 588674;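 active = mean inhibition of at least 75% with every replicate also reaching 75%; inconclusive = mean inhibition at least 75% but some replicate below; inactive = mean inhibition below 75%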;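 note: 0% = median of neutral control wells and 100% = pilot-screen positive control compound; some compounds past the cut are filed as inactive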
# iPSC survival up = hiPSC single-cell survival enhancement. survival enhancement, % at 20 µM. 0.044% of 360,000 active. ATPlite luminescence; 100% = ROCK inhibitor wells, 0% = DMSO. AID 602274; in the data active = survival enhancement above about 18%;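 note: cells exposed to compounds for 16 hours before the ATP read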
# Cardio protect = protects H9c2 cardiomyocytes from peroxide injury; AID 588492; protection from H2O2 cell death, % at 20 µM; H2O2 injury protection, ATPLite, 2 h; 0.63% of 360,000 active;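 active = compounds giving at least 50% protection of heart cells from peroxide-induced death in the single-dose screen, raw or plate-pattern-corrected value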;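 note: 0% = DMSO wells with peroxide and 100% = DMSO wells without peroxide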
# PDI turbidity = PDI (human) enzyme inhibition; P07237; PDI insulin aggregation turbidity, A650, 90 min; inhibition, % at 10 µM; 0.052% of 350,000 active;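 active = mean inhibition across replicates of 30% or more, whatever share of single replicates reach that level; inconclusive = mean inhibition below 30% while every single replicate reaches 30%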;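 note: absorbance from insulin aggregation driven by PDI reduction with DTT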
# NR2E3 ag-1 = agonists of human nuclear receptor NR2E3; inhibition of corepressor binding, % at 4.78 µM; AID 2300; 0.12% of 320,000 active; GST-NR2E3/biotin-RetCOR TR-FRET, 1536-well;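 active = percent inhibition above the cutoff of mean plus 3 SD of all tested compounds, set per screening campaign, cut at about 20% in these data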;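 note: 0% = DMSO wells and 100% = biotin wells as full block of FRET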
# Target sequence (Q9Y5X4 whole entry, looked up): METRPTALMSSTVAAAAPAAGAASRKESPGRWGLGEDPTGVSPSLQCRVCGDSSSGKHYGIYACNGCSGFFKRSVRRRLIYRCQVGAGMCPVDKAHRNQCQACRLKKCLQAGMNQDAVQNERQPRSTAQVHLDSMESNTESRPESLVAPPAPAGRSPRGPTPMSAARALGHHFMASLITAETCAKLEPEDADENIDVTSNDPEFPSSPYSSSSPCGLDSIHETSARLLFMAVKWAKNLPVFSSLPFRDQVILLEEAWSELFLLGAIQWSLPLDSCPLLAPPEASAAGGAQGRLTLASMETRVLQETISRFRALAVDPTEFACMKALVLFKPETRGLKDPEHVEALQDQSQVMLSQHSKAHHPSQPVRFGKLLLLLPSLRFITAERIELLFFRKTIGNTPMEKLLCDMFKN
#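 Material – GST-tagged NR2E3 plus biotinylated RetCOR corepressor · Quantity – NR2E3 fusion 1.35 nM · Times – 5 h incubation at 4 °C · Medium – pH 7.5 Tris-based buffer · Technique – TR-FRET, Eu(K)-anti-GST donor, streptavidin-D2 acceptor, ex 340, em 617/671 nm · Benchmarks – high control biotin, low control 0.6% DMSO · Format – 1536-well plates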
# HIF-2a block = blocks HIF-2a reporter activity; inhibition, % at 18.8 µM; 786-0 RCC cells HIF-2a reporter, luciferase luminescence, overnight; AID 624352; 0.72% of 360,000 active;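 active = inhibition of the luminescence signal of 40% or more relative to plate controls, in a single-dose primary screen at 18.75 µM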
# HTR2A ag = activates the mouse 5-HT2A serotonin receptor; P35363; CHO-K1 mHTR2A beta-arrestin complementation, luminescence; percent of 30 µM serotonin response; activation, % at 7.6 µM; 0.66% of 360,000 active;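 active = activation above a run cutoff, the mean activation of all tested compounds plus 3 SD, cut at about 14% in these data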;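 note: 0% = plate median of compound wells and 100% = 30 µM serotonin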
# Target sequence (P35363 whole entry, looked up): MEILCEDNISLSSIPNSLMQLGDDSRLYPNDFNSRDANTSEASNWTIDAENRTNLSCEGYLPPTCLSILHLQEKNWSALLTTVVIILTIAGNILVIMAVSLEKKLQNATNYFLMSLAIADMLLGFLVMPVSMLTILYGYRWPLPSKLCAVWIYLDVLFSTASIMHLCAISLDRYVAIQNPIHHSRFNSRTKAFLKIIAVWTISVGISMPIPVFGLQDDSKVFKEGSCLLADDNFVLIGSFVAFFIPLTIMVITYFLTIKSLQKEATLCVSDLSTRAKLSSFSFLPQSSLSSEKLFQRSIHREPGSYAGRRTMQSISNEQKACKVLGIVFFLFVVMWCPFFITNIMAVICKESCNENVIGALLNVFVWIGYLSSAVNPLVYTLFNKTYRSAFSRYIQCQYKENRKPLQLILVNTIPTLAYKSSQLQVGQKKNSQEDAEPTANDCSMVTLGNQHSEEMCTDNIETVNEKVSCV
# NR2E3 ag-2 = human photoreceptor-specific nuclear receptor agonism. CHO-S Gal4-NCOR/VP16-NR2E3 two-hybrid, luciferase. inhibition of corepressor binding, % at 3.98 µM. 0.35% of 360,000 active. AID 602229;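 active = inhibition above the mean of all tested compounds plus 3 SD, cut at about 70% in these data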;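 note: 0% = DMSO with NR2E3 transfected cells and 100% = cells lacking NR2E3 construct; higher means lower luciferase signal from less NR2E3 corepressor binding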
# TRPM1 prom inh = reduces MITF-dependent TRPM1 promoter luciferase signal; SK-MEL-5 TRPM1 promoter luciferase, 24 h; inhibition, % at 12.5 µM; 0.83% of 330,000 active; AID 488899;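 active = mean inhibition across replicates of 60% or more, whatever share of single replicates reaches that level; inconclusive = some that reach 60%, reason not given; inactive = mean inhibition across replicates below 60%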; note: values of inactives mirror those of a sister screen read the other way
# Peg3 promoter = inhibitors of Peg3 promoter; 1.7% of 360,000 active; inhibition, % at 20 µM; AID 588405; HeLa PEG-Prom luciferase reporter, luminescence, overnight;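 active = inhibition of at least 50% at 20 µM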
# CaV13 ICDI inh = Primary screen for inhibitors of IQ motif and Ca2+-dependent inactivation inhibitor domain binding in CACNA1D, Förster resonance energy transfer in living cells, …. 0.098% of 340,000 active. HEK cells, CFP/YFP FRET ICDI-IQ, plate reader, 10 min; percent FRET-ratio fall versus neutral wells. inhibition, % at 12.3 µM. AID 743397;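 active = mean replicate inhibition of at least 30% and at least 1% of replicates passing that level; inconclusive = only one of the two criteria is met; inactive = neither criterion is met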;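 note: 0% = median of the neutral control wells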
# * = called active by the depositor; ? = inconclusive; . = not tested or not shown.
SMILES,Shn3 inh set2,iPSC survival up,Cardio protect,PDI turbidity,NR2E3 ag-1,HIF-2a block,HTR2A ag,NR2E3 ag-2,TRPM1 prom inh,Peg3 promoter,CaV13 ICDI inh
COC(=O)c1ccc(OC)cc1OCC(=O)N1CCN(c2ccc(F)cc2)CC1,3,9.9,1,2,-1,17,-8,-25,12,20,-8
O=C(Nc1ccc2c(c1)OCO2)c1cccs1,-52,-2.6,-5,-3,1,-284,2,-97,-32,-230,-3
Cc1ccc(SC(C)C(=O)N2CCC(C(N)=O)CC2)cc1 (stereo not given),7,-0.6,10,-2,3,9,-3,-26,-4,7,10
CCCC(=O)Nc1ccc(C(=O)NNC(=S)NC(=O)c2ccc(Br)o2)cc1,33,1.0,21,0,-1,24,3,2,27,10,-5
CCOC(=O)N1CCC(NC(=O)c2ccc3c(c2)N(C)CCS3)CC1,-1,0.7,1,0,-3,1,0,3,-6,5,-4
Cc1cccc2cc(CN(Cc3ccccc3)C(=S)NCCCN(C)C)c(=O)[nH]c12,-6,-2.3,-2,-7,2,11,-8,-24,-22,18,25
COc1ccc(C)cc1S(=O)(=O)N1CCCCCC1,6,-0.4,4,5,0,17,3,-34,6,21,-16
c1ccc(C(=C2CCCO2)c2ccccc2)cc1,9,1.2,-1,10,.,4,0,-26,-2,-5,-4
COc1ccccc1C(=O)Nc1ccccc1C(=O)NC1CCCCC1,-5,-0.5,-9,-1,1,9,9,-26,10,17,-11
COc1cc(C(=O)Nc2ccc(Br)cc2C(=O)c2cc(OC)c(OC)c(OC)c2)cc(OC)c1OC,12,-1.4,10,-6,5,17,-2,-22,-1,24,-8
Clc1ccc(CNc2ncccn2)cc1,18,0.0,2,3,.,16,-3,-5,-13,-7,-3
NS(=O)(=O)c1ccc(CCNC(=O)COC(=O)c2ccc([N+](=O)[O-])o2)cc1,-9,-0.4,10,11,.,4,-3,-8,1,5,-6
C[C@H](CO)N1C[C@H](C)[C@H](CN(C)S(=O)(=O)c2ccccc2)Oc2c(NS(C)(=O)=O)cccc2C1=O,-17,-1.0,4,3,.,1,3,-20,-2,2,-11
O=[N+]([O-])c1ccc(N/N=C/c2ccccc2)cc1,-78,-0.5,-6,-1,1,-433,-9,-157,-44,-310,-5
COc1ccc2c(c1)CCO[C@]21O[C@H](CCO)C[C@H](O)[C@H]1O,-5,-0.7,2,-8,.,-7,3,-15,.,5,-7
CCCCCCN1C=CC=C/C1=C\C=C(C#N)C#N,7,-0.5,7,-6,1,15,-5,-21,2,34,-7
O=C(Nc1ccc(F)cc1)c1ccc(NC(=O)C2CCCO2)cc1 (stereo not given),-35,-0.7,5,-4,5,-116,-4,-91,-54,-96,.
CCN1CCN(c2ccc(NC(=O)c3ccc4c(c3)[nH]c(=O)n4Cc3ccc(F)cc3)cc2)CC1,-6,-3.3,-10,1,0,33,-2,-1,-2,-1,-4
N#CCCn1cc(C(=O)CN2C(=O)C(=O)N(C3CCCC3)C2=O)c2ccccc21,-2,-0.4,4,-2,.,4,0,-1,7,7,-5
O=C(NCCO)c1cc2c(s1)CCC2,1,0.6,-2,14,-5,16,1,6,-11,3,.
CC(C)C(C(=O)NC1CCCC1)N(CC1CCCO1)C(=O)CNS(=O)(=O)c1ccccc1 (stereo not given),-8,0.0,-1,-3,5,12,10,2,2,-6,-8
O=C(Nc1ncc(Cc2cccc(Cl)c2Cl)s1)c1ccc([N+](=O)[O-])cc1,35,2.0,2,-4,-1,-10,3,-33,-2,8,-4
CCSc1nnc2nc3[nH]c4c(C)cccc4c3nn12,-56,-0.1,4,5,-1,-151,0,-20,-4,-96,-7
O=C(c1ccc(Cl)cc1)N1N=CCC1(O)c1ccc(Cl)cc1 (stereo not given),-22,0.2,32,-3,3,-1,4,-18,12,4,-4
CN(C(=O)CSc1nc2scc(-c3ccccc3)c2c(=O)[nH]1)c1ccccc1,20,-0.1,-7,-3,.,-19,3,-11,-3,-1,-3
COc1ccc(C(=O)Nc2cccnc2Sc2ccc(Cl)cc2)cc1,-27,-0.5,-3,10,-2,-97,0,-32,-14,-38,-19
COCCN1C(=O)CCC1(C)C(=O)NC1CCCCC1 (stereo not given),-15,-0.2,3,.,.,10,-1,-4,.,-7,-8
Cc1ccccc1C(=O)Nc1nnc(CC(=O)N/N=C/c2ccco2)s1,3,0.4,-14,-3,-1,-1,-2,3,6,17,1
CCCCOc1ccc(-c2c(C#N)c(N)nc(SCC(N)=O)c2C#N)cc1,-4,1.1,-4,-3,6,8,3,6,0,41,.
O=C(/C(=C/O)N=Nc1ccccc1Cl)c1ccccc1,7,1.2,-15,0,4,-9,-3,-42,12,22,-2
CCCCN1CC(N2CCCCC2)CS1(=O)=O (stereo not given),-3,-0.2,1,.,.,5,7,-9,.,-8,-7
COc1ccc(C(=O)NC2CC(C)(C)Cc3c2cnn3-c2ccccc2C)o1 (stereo not given),24,1.5,1,-3,1,11,11,-34,-15,17,.
CCCc1cc(=O)n2[nH]c(NCc3ccc(OC)cc3)nc2n1,9,-0.2,2,1,-1,7,2,8,7,8,-4
Cn1c(N)c(C(=O)COC(=O)C2(c3ccccc3F)CCCC2)c(=O)n(C)c1=O,27,-1.2,18,-4,1,24,1,2,3,12,.
Cc1c(CCOC(=O)C23CC4(C)CC(C)(CC(C)(C4)C2)C3)sc[n+]1CC(=O)c1ccccc1,90*,0.0,-16,2,-2,13,-7,-6,?,113*,12
N#Cc1cc2c(=O)n3ccccc3nc2n(-c2ccccc2Cl)c1=O,-5,-0.2,6,-1,3,16,-7,-14,15,15,13
CN(/N=C/c1cccnc1)c1cnc2ccccc2n1,-67,-1.0,4,-4,1,-247,1,-126,-20,-209,-12
COCCn1c(C)cc(C(=O)COc2ccc(C)nc2[N+](=O)[O-])c1C,58,-3.0,-2,4,0,75*,2,63,36,66*,-5
CSc1nc2nc3c(cc2c(=O)[nH]1)C(O)Oc1ccc(C)cc1-3 (stereo not given),-14,-0.8,10,2,2,12,1,-25,17,10,-6
CCOc1ccc(CCNC(=O)COC(=O)CCS(=O)(=O)c2ccc(C)cc2)cc1OCC,10,-0.4,5,-6,1,-2,0,-6,3,-10,-5

# Records listed above marked active in Shn3 inh set2:
compound,Shn3 inh set2,PDI turbidity,NR2E3 ag-1,HIF-2a block,HTR2A ag,NR2E3 ag-2,TRPM1 prom inh,Peg3 promoter,CaV13 ICDI inh
Cc1c(CCOC(=O)C23CC4(C)CC(C)(CC(C)(C4)C2)C3)sc[n+]1CC(=O)c1ccccc1,90*,2,-2,13,-7,-6,?,113*,12

# New compounds follow:
SMILES,Shn3 inh set2,iPSC survival up,Cardio protect,PDI turbidity,NR2E3 ag-1,HIF-2a block,HTR2A ag,NR2E3 ag-2,TRPM1 prom inh,Peg3 promoter,CaV13 ICDI inh
O=C1NC(Cc2ccccc2)C(=O)N1Cc1ccccc1 (stereo not given),-3,-1.0,1,-5,.,8,4,-7,-10,6,-5
Cc1cc(Cl)c(OCCOCCN2CCNCC2)c(Cl)c1,-9,-0.1,-2,12,1,-1,4,-9,-8,14,-18
Cc1ccc(-n2c(C)nnc2SCC(=O)N(C)C2CCS(=O)(=O)C2)cc1 (stereo not given),9,-0.4,2,6,1,4,3,-12,0,4,-2
CCOc1ccc(OCc2ccc(C(=O)NC(C)C)o2)cc1,11,-0.5,1,-15,.,-71,4,-52,1,-54,-1
Brc1cccc(OCCN2CCc3ccccc3C2)c1,-11,-0.6,-8,-4,0,-9,-10,-13,2,-29,-5
CCOC(=O)N1CCN(CC(=O)c2ccc3c(c2)CCN3)CC1,-11,6.4,8,-1,3,-32,3,-22,-3,-24,-7
O=C(/C=C/c1ccc(Cl)c([N+](=O)[O-])c1)Nc1ccc(N2CCCC2)c(Cl)c1,28,-2.2,9,-3,7,4,4,-30,3,10,0
O=C(NC(=S)Nc1ccc(S(=O)(=O)N2CCOCC2)cc1)c1ccccc1[N+](=O)[O-],9,0.4,3,1,-1,17,-2,-5,5,7,-5
COC(=O)c1ccc(C(=O)NC(=S)Nc2nc3c(s2)CC(C)CC3)cc1 (stereo not given),-19,0.6,-7,2,-3,-89,4,-41,-21,-54,-4
CCCCOn1c(C)c(C(=O)OCC)c2c3no[n+]([O-])c3ccc21,15,-1.0,4,0,6,13,-1,0,-6,12,-13
COc1ccc(OCCCC(=O)NCc2ccco2)cc1,-11,-0.2,2,-5,-4,-5,-5,0,2,-1,-7
CS(=O)(=O)N(CC(=O)NCc1ccco1)c1ccc(Cl)c(C(F)(F)F)c1,5,0.0,-3,0,0,14,0,-11,4,21,-4
CC(OC(=O)c1ccc(S(=O)(=O)N2CCCCC2)cc1)C(=O)Nc1ccc(C(N)=O)cc1 (stereo not given),10,40*,4,1,0,0,-6,-15,-4,-7,-2
O=C(N/N=C/c1cccc(Cl)c1)C1CCCC1,-13,0.0,-4,-15,1,-113,2,-33,-9,-94,-8
COc1cccc(/C=C/C(=O)NCCc2ccc(OC)c(OC)c2)c1,-23,-1.4,3,0,0,-21,1,24,-12,-103,-5
COc1ccc(-c2nn(-c3ccccc3)cc2C(=O)Nc2nccs2)cc1OC,-5,8.1,49,-9,-2,-25,-1,-7,-13,24,-6
NC(=NC(=O)c1ccc(OCC(F)(F)F)nc1)c1ccc(Cl)cc1,.,-0.4,-1,4,2,3,-1,4,-5,7,-4
Cc1occc1C(=O)NNC(=O)CN1C(=O)NC(C)(c2ccccc2)C1=O (stereo not given),-17,0.4,1,3,3,-1,1,-9,-14,11,-6
COC(=O)c1noc(C)c1-c1ccnn1C(=O)c1ccc(C)cc1,-13,-0.5,8,-1,0,-16,1,-20,-3,0,-2
C#CC1(NC(=O)NCCCC)CCCCC1,-29,2.6,-1,2,-1,13,-6,-11,12,7,-6
CCn1c(SCC(=O)N2CCCC2)nc2c(c1=O)SC(C)C2 (stereo not given),-14,0.3,4,.,2,0,-1,-22,-3,-5,-2
COc1cc(C(=S)N2CCOCC2)ccc1OC(=O)c1ccccc1C,4,-0.2,-2,3,1,9,1,23,7,8,-2
O=C(COC(=O)c1ccc(Cl)nc1)NCc1ccc(F)cc1,-8,-0.3,1,-6,.,-6,-4,14,-4,-6,-15
Nc1ccc(C(=O)N2CCN(S(=O)(=O)c3ccc(Cl)s3)CC2)cc1[N+](=O)[O-],2,-0.5,13,5,0,4,-2,9,0,3,-6
O=C(Nc1ccn(Cc2ccccc2F)n1)c1ccc(COc2cc(Cl)ccc2Cl)o1,36,0.9,0,-1,2,-26,-6,-13,-14,28,-4
O=C(Nc1nc2c(ccc3ccccc32)s1)c1ccco1,-65,-2.0,11,-5,5,-276,-3,-127,-27,-238,-4

# Screens as filed in PubChem BioAssay.
